uPA generation: inhibitors of cell surface uPA generation; cell surface uPA generation assay, qHTS; Potency, µM (titrated, usually from 38.3 µM), without a hit: at the top dose activity change, negative = inhibition, hits mostly inhibitors; 330,000 tested, 0.31% active; AID 540303; active means well fitted inhibition curve with a large enough effect; inconclusive means small, poorly fitted or top-dose-only effect; inactive means no such curve, though single readings can be large or run the other way; tested in mouse RAW 264.7 cells; further: on the % scale 0 is the no-effect control and ±100 the full control effect; nearly all actives have a fitted effect of over 55% in size
MBNL1 CUG block: inhibitors of human MBNL1 binding to CUG repeat RNA. Q9NR56. TR-FRET MBNL1-His/biotin-(CUG)12 binding, 665/545 ratio. Potency, µM (titrated, usually from 57.5 µM), without a hit: top-dose activity change, negative = inhibition, actives largely listed as inhibitors. 280,000 tested, 0.036% active. AID 2675; active means well fitted inhibition curve with a large enough effect in the signal ratio, with a control signal flat, not every such curve was filed as active; inconclusive means small, poorly fitted or top-dose-only effect, or effect the other way, or a change in a side signal; inactive means no such curve, though single readings can be large or run the other way; the % refers to the signal ratio; further: on the % scale 0 is the no-effect control and ±100 the full control effect
Target sequence (Q9NR56 whole entry, looked up): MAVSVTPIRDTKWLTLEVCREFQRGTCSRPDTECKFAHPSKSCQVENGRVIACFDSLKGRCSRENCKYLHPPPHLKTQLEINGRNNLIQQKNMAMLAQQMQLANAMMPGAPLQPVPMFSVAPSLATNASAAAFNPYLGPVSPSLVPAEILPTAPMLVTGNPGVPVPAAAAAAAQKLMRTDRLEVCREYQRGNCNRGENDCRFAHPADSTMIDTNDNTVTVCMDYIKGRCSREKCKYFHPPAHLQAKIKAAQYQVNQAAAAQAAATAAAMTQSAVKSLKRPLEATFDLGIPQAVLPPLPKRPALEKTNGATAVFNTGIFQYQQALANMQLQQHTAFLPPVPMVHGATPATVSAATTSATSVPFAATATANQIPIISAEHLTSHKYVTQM
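MBNL1-His + Biotin-(CUG)12, cpd titration 92 nM–58 uM; Tb anti-His Ab 0.055 ng/ul, SA-XL665 5 nM (final); 60 min RT; ratiometric 665/545 nm, Ex 340 nm; normalized to buffer and full-complex controls.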
NPC1 prom act: activators of NPC1 promoter | 320,000 tested, 2.4% active | Potency, µM (titrated, usually from 9.22 µM), for inactives: top-dose activation, hits mostly activators | Huh7 NPC1 promoter luciferase reporter, 24 h;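 further: % of control where 0% means no effect; nearly all actives have a fitted effect of over 60% in size; reporter is driven by a mutant NPC1 promoter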
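Stable NPC1-promoter luciferase Huh7 line; cpd (DMSO) 24 h, 37 °C, 5% CO2; Amplite luciferase reagent 10 min RT; luminescence readout. qHTS format.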
ELG1 genotoxic: induces genotoxicity in HEK293T cells with luciferase-tagged ELG1; 330,000 tested, 1.3% active; Potency, µM (highest dose often 46 µM), without a hit: at the top dose activity change, positive = activation, most hits filed as activators; AID 504466; HEK293T ELG1-luciferase reporter, luminescence, 16 h; further: % of control where 0% means no effect; nearly all actives have a fitted effect of over 60% in size
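Quantitative HTS format in 1536-well plates. HEK293T ELG1-luciferase reporter cells receive test compound and are incubated 16 hr at 37 °C, 5% CO2; ONE-Glo added, 30 min room temperature, then luminescence read.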
BRCA1 expr act: increases BRCA1 expression; MCF7-BRCA1-FFLuc reporter, luminescence, 48 h; response scale: scaled: vehicle 0%, 10 µM genistein 100%; Potency, µM (titrated, usually from 46.1 µM), for the others: at the top dose activation, hits mostly activators; 380,000 tested, 1.1% active; AID 624202; further: nearly all actives have a fitted effect of over 80% in size; some results filed as inactive show a strong effect at the top dose
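MCF7 cells carrying a BRCA1-firefly luciferase reporter (2000 cells/well, phenol-red free MEM) were attached for 2 h at 37 °C, then given compounds for 48 h. Luminescence was read 15 min after luciferase reagent; activity normalized to genistein (10 microM) and DMSO.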
FLuc counter: inhibits or activates purified firefly luciferase, miR-21 counter-screen; P08659; purified FLuc, Km substrates, luminescence inhibition; Potency, µM (top dose mostly 57.5 µM), inactives show at the highest dose activity change, negative = inhibition, most hits filed as inhibitors; 360,000 tested, 6.9% active; AID 588342;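 further: plate controls were vehicle for no effect and reference inhibitor for full effect; nearly all actives have a fitted effect of over 55% in size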
Target sequence (P08659 whole entry, looked up): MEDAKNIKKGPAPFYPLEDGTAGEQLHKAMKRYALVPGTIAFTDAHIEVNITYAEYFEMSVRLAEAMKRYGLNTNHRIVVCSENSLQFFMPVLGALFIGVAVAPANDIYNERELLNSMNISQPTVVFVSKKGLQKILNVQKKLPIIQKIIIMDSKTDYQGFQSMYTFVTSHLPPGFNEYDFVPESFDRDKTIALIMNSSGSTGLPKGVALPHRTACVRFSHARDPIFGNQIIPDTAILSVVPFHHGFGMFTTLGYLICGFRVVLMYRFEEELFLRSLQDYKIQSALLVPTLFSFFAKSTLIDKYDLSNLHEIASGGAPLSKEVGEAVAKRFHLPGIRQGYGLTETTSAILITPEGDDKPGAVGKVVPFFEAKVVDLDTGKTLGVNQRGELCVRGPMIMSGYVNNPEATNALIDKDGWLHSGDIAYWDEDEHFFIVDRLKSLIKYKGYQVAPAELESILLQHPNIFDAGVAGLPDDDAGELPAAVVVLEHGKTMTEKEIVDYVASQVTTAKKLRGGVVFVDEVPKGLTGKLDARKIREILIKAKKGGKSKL
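Biochemical qHTS of compounds, final roughly 60 µM downward over six points, against 10 nM purified firefly luciferase using Km concentrations of substrates (10 uM D-luciferin, 10 uM ATP) in Tris acetate pH 7.5 buffer; luminescence output.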
RORg inh: ROR gamma (mouse) transcription inhibition. AID 2551. Potency, µM (series often up to 53.6 µM), inactives show top-dose activity change, negative = inhibition, most hits filed as inhibitors. Drosophila S2 Gal4-RORgamma UAS-luciferase reporter, 20 h. P51450. 310,000 tested, 5.4% active; further: on the % scale 0 is the no-effect control and ±100 the full control effect; nearly all actives have a fitted effect of over 60% in size
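Luminescence from a UAS-regulated Photinus luciferase reporter in stably transfected Drosophila Schneider cells is measured; decreased signal marks ROR gamma inhibition. Fusion expression is induced by 700 uM copper sulfate for 20 hr.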
Rab9 prom act: Rab9 promoter activation; Potency, µM (titrated, usually from 9.22 µM), for inactives: top-dose activation, negative = inhibition, actives largely listed as activators; Huh7 Rab9 promoter-luciferase reporter, luminescence, 24 h; AID 485297; 320,000 tested, 2.8% active; further: % of control where 0% means no effect; nearly all actives have a fitted effect of over 60% in size
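Using Huh7 cells stably transfected with Rab9 promoter–luciferase, compounds were incubated 24 h at 37 °C, 5% CO2; luciferase luminescence was read 10 min after reagent addition.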
Gal4-VP16 FLuc: counter-screen for ROR gamma inhibitors: Gal4-VP16 reporter. 310,000 tested, 3.5% active. Potency, µM (titrated, usually from 53.6 µM), without a hit: at the top dose activity, negative = inhibition, most hits filed as inhibitors. Drosophila S2 Gal4-VP16 UAS-luciferase, luminescence, 20 h;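 further: Gal4-VP16 expression switched on by copper sulfate through the metallothionein promoter; on the % scale 0 is the no-effect control and ±100 the full control effect; nearly all actives have a fitted effect of over 50% in size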
p53 reactivation: re-activators of mutant p53 | H1299 p53-A138V BP100-luciferase reporter, luminescence, 24 h | Potency, µM (titrated, usually from 92.2 µM), without a hit: top-dose activity change, positive = activation, hits mostly activators | AID 504706 | 320,000 tested, 0.063% active; further: % of control where 0% means no effect; nearly all actives have a fitted effect of over 45% in size
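p53-null H1299 cells stably carrying temperature-sensitive p53-A138V and a BP100-luciferase reporter were pinned with compounds (4-point, 1:5 series) and held 24 hrs at 37 deg C. Luminescence was read 10 min after detection reagent.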
* marks the source's active call; other numbers are inactive results; ? = inconclusive; / = no result given; [ ] = remark or other dose. Unless noted, the call rests on the fitted dose curve; in most records, active means well fitted curve in the direction sought with a large enough effect; inconclusive means small, poorly fitted or top-dose-only effect, or another doubt; inactive means no such curve, though single readings can be large; an effect the other way counts as inactive or inconclusive. Potency means the concentration at half of the fitted maximal effect.

SMILES | uPA generation | MBNL1 CUG block | NPC1 prom act | ELG1 genotoxic | BRCA1 expr act | FLuc counter | RORg inh | Rab9 prom act | Gal4-VP16 FLuc | p53 reactivation
Cc1cccc(NC(=O)c2cc(-c3ccc(C)c(C)c3O)n[nH]2)c1 | -1% | -8% | ? | ? | ? | ? | 23% | ? | 9% | 11%
Cc1ccc(C)c(N2N=C(C(=O)NCCN3C(=O)S/C(=C\c4cccnc4)C3=O)CCC2=O)c1 | -4% | / | 1% | 0% | 0% | -2% | / | -5% | / | 4%
Cc1cc(C)n2nc(S(=O)(=O)NC3CCCCC3)nc2n1 | -3% | 3% | -5% | -13% | -12% | 8% | 24% | -1% | 3% | 0%
C=CCOc1ccc(/C=C(\C#N)C(=O)Nc2ccccn2)cc1 | 9% | 8% | 1% | -1%[9.26 µM] | 6% | 2.1µM* | 8% | 4% | -6% | ?
CCOC(=O)Cn1nnnc1C(CC)N(Cc1ccccc1)Cc1cc2cc(C)ccc2[nH]c1=O (stereo not given) | / | 11% | 0% | 1% | -30% | -1% | 0% | -2% | -13% | 0%
Cc1nc(NC(=O)c2cccc(Cl)c2)sc1-c1csc(Nc2cccc(Cl)c2)n1 | / | 8% | 0% | -1% | / | -19% | -32% | -3% | -3% | -2%
Cc1cc(C(=O)COC(=O)CNC(=O)c2ccc(F)cc2)c(C)n1Cc1ccco1 | 2% | / | 30% | ? | 54% | 6.7µM* | 23% | 3.2µM* | 8% | ?
Cn1cc(C(=O)C(=O)NCCc2ccccc2)c2ccccc21 | 3% | ? | 4% | ? | 53% | -17% | -7% | 5% | -2% | -3%
CCN(CC)CCNc1nc(-c2ccco2)c2c(c1C#N)CC(C)(C)OC2 | 2% | 13% | 1% | 1% | 2% | 11% | 6% | -5% | -9% | -1%
COc1cc(OC)cc(C(=O)NCc2nc(-c3ccccc3)no2)c1 | 9% | 5% | 6% | -3% | -11% | 4%[2.3 µM] | 7% | 11% | -2% | -5%
O=C(COC(=O)c1ccc(Cl)c(S(=O)(=O)N2CCN(c3ccc(F)cc3)CC2)c1)Nc1cccc(Cl)c1 | 1% | -16% | -1% | -1% | -1% | -1% | 6% | -8% | -3% | -11%
Cc1ncc([N+](=O)[O-])n1CC(=O)Nc1ccc(F)c(Cl)c1 | 1% | -8% | -11% | 2% | -5% | 0% | 25% | 4% | -5% | 8%
CCOc1ccccc1N1CC(C(=O)NNC(=O)c2ccc(F)cc2)CC1=O (stereo not given) | 0% | / | 11% | -1% | 17% | 1% | / | 9% | / | 6%
COc1ccc2c(CC(=O)OCC(=O)Nc3ccc(S(N)(=O)=O)cc3)coc2c1 | 3% | -17% | -4% | -1% | 27% | -8% | -3% | 12% | -4% | -2%
O=C(O)c1ccccc1C(=O)NCC(O)COCC1CC=CCC1 (stereo not given) | 15% | 9% | -2% | 0% | 4% | 5% | ? | -5% | 4% | ?
C=CCn1c(=N)n(CC(=O)c2ccc(Br)s2)c2ccccc21 | ? | 46%[activator] | 2% | -9% | -50% | 2% | -17% | 4% | 25% | -7%
COc1ccccc1-c1nnc(NC(=O)c2ccc3c(c2)OCO3)s1 | 1% | 3% | -7% | 13% | -38% | 1% | -22% | -13% | 2% | 4%
O=C(NC(=S)N1CCCCC1)c1cccs1 | 1% | -12% | 2% | -2% | -14% | -4% | 0.79µM* | -2% | 1.3µM* | 6%
O=C(Nc1nccs1)c1ccc(Cl)c([N+](=O)[O-])c1 | ? | ? | 0% | -8% | -2% | ? | 6.3µM* | 5% | 4.5µM* | -106%[inhibitor]
CCN(CC)S(=O)(=O)c1ccc(F)c(C(=O)NCCC(C)C)c1 | / | -6% | -2% | -4% | 3% | 0% | -42% | 0% | -1% | 3%
CC(NC(=O)CNC(=O)c1ccco1)c1ccc(S(N)(=O)=O)cc1 (stereo not given) | -2% | -1% | 5% | 4% | -4% | 1% | 0% | 0% | 13% | 1%
Cc1ccc(OCc2cc(C(=O)NC(C)Cc3cccc(C)n3)no2)cn1 (stereo not given) | -2% | -1% | -2% | -4% | 4% | -5% | 33% | 2% | 4% | -2%
Nc1nsc2ccccc12 | ? | 0% | -1% | -14% | -83% | 3% | 14µM* | -24% | ? | -37%[inhibitor]
CCCCCCCCCCCCCCCC[N+](C)(C)CC | ? | / | -2% | 26% | -60% | -3% | -28% | 0% | -23% | -10%
CNC(=O)c1c(NC(=O)c2ccc(N3C(=O)CCC3=O)cc2)sc2c1CCCC2 | 16% | 23% | 1% | 1% | -17% | -2% | 38% | 2% | -3% | -1%
O=C(O)c1ccccc1N=N/C(=N/Nc1cc(S(=O)(=O)O)ccc1O)c1ccccc1 | -25% | / | 11% | 3% | 5% | 17µM* | / | 11% | / | 10%
O=C(CCCN1C(=O)/C(=C/c2cccs2)SC1=S)Nc1cccnc1 | -1% | -5% | 0% | 0% | -4% | 5% | 7% | 0% | -7% | -3%
CCOC(=O)N1CCN(C(=O)c2ccccc2NC(C)=O)CC1 | 1% | ? | -6% | ? | -8% | ? | -6% | 17% | -16% | 7%
Cc1ccc2cc(C#N)c(NCCNC(=S)NCCCN3CCOCC3)nc2c1 | -21% | 15% | -28% | -4% | -10% | ? | -78% | -31%[inhibitor] | ? | -3%
COc1ccccc1-n1cnc2c(c1=O)c1nc3ccccc3nc1n2-c1ccc(C)c(C)c1 | 14% | ? | -10% | -6% | -59% | 4% | ? | -1% | -15% | -25%
CC1Oc2ccccc2N(Cc2ccc(F)cc2)C1=O (stereo not given) | -5% | 1% | -2% | 1% | -1% | -1% | 8% | 0% | 10% | -4%
COc1ccc(N/N=C(/C(N)=O)C2=NC(C)(C)Cc3ccccc32)cc1 | -5% | 4% | -7% | -10% | -55% | -1% | ? | -11% | 1% | -12%
CCOC(=O)c1csc(-c2ccc3c(c2)CCO3)n1 | -9% | 28% | 3.5µM* | ? | ? | 4.8µM* | 22% | 2.2µM* | 2% | 7%
Cn1c(CNC(=O)CCNC(=O)c2cccc(Cl)c2)cc(=O)n(C)c1=O | 5% | -1% | 3% | 1% | -2% | 0% | -16% | 0% | 4% | 6%
O=C(N[C@@H](Cc1c[nH]c2ccccc12)C(=O)O)C1CCN(S(=O)(=O)c2cccs2)CC1 | 9% | 1% | -3% | 0% | -3% | 4% | 11% | -6% | 2% | -5%
COc1ccc(CCN2CC(O)=C(c3nc4ccccc4c(=O)[nH]3)C2=N)cc1OC | / | 5% | -8% | -1% | -14% | 0% | -22% | -2% | ? | -5%
CC1=C(C)C(=O)OC(C(C)C2CCC3C4CC=C5CC(OC6OC(COC7OC(CO)C(O)C(O)C7O)C(O)C(O)C6O)CC(O)C5(C)C4CCC23C)C1 (stereo not given) | -13% | 4% | -1% | 0% | -14% | -13% | -23% | 2% | -11% | -6%
COc1ccc(NC(=O)CCCCCN2C(=O)c3cccc([N+](=O)[O-])c3C2=O)c(OC)c1 | 14% | ? | -2% | 0% | 12% | 0% | -8% | 4% | 8% | -3%
C=CCN1C2CCCC1CC(NC(=O)Nc1cccc(C(C)=O)c1)C2 (stereo not given) | -2% | -3% | -3% | 0% | 0% | 6% | -4% | -1% | 8% | -1%
CCCCCCNC(=O)c1c(O)c2ccccc2[nH]c1=O | -3% | -11% | 23% | ? | -3% | -19% | 4% | 14% | 14% | 3%
O=C(Nc1cc(C(F)(F)F)ccc1Cl)c1cccnc1 | -1% | -4% | 1% | -1% | -4% | 7% | 8% | 3% | 12% | /
Cc1cc(C(=O)Nc2cccc(C(=O)O)c2)c(C)o1 | / | -6% | 3.5µM* | ? | 76% | 11µM* | ? | 4µM* | 14% | 17%
COc1cc(C(=O)NCC(=O)NCCN2C(=O)S/C(=C\c3ccccc3Cl)C2=O)cc(OC)c1OC | 12% | / | -4% | 4% | -11% | -6% | / | -3% | / | 2%
O=C(COc1ccccc1[N+](=O)[O-])N/N=C/c1cccc(OC(=O)c2ccc3c(c2)OCO3)c1 | -4% | -3% | 5% | ? | 52% | -14% | 4% | 1% | ? | ?
Nc1cc(N)nc(SCC(=O)NC(=O)NC2CCCC2)n1 | 0% | / | 1% | 2% | -10% | / | / | -2% | / | 6%
O=C(Nc1ccc(F)c(F)c1)c1ccc(-n2cncn2)c([N+](=O)[O-])c1 | -20% | / | -1% | -6% | -8% | 3% | / | -4% | / | 4%
Cc1ccc(N2C(=O)CS(=O)(=O)CC2=O)cc1 | -4% | 4% | -1% | -1% | 23% | -3% | 8% | -8% | 0% | -2%
Cc1ccc(/C=C2\SC(=S)N(CC(=O)Nc3ncc(Cc4ccccc4Cl)s3)C2=O)cc1 | / | 4% | 3% | 0% | / | 3% | ? | -7% | -6% | ?
COc1ccc(C(=O)N2CCCC2)cc1S(=O)(=O)N1CCOCC1 | 12% | 7% | / | / | 9% | 0% | -12% | / | 11% | /

3 compounds from above, sorted by the value under NPC1 prom act, falling:
Structure,uPA generation,NPC1 prom act,RORg inh,Rab9 prom act,p53 reactivation
O=C(COc1ccccc1[N+](=O)[O-])N/N=C/c1cccc(OC(=O)c2ccc3c(c2)OCO3)c1,-4%,5%,4%,1%,?
COc1ccc(CCN2CC(O)=C(c3nc4ccccc4c(=O)[nH]3)C2=N)cc1OC,/,-8%,-22%,-2%,-5%
COc1ccccc1-n1cnc2c(c1=O)c1nc3ccccc3nc1n2-c1ccc(C)c(C)c1,14%,-10%,?,-1%,-25%
